Source: PubChem BioAssay
IkB signaling: IkB pathway inhibition in ABC-DLBCL cells; ABC-DLBCL IkBa-CBG/CBR dual luciferase ratio, 4 h; response scale: scaled: untreated 0%, proteasome inhibitor 100%; Potency, µM (highest dose often 57.1 µM), without a hit: at the highest dose IkBa stabilization activation; 110,000 compounds, 0.04% hits; active = well fitted curve in the direction sought with a large enough effect in the signal ratio, not every such curve was filed as active; inconclusive = small, poorly fitted or top-dose-only effect, or a change in a side signal; the % refers to the signal ratio;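 also: the direction sought is a rising ratio; 0% = basal untreated cells and 100% = reference inhibitor full response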
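In this assay, an IκBα–CBG68 fusion accumulates when IKK-driven degradation is blocked; native CBR normalizes for cell number. OCI-Ly3 cells were treated 4 h with compound and doxycycline, then green and red light read after Chroma-Glo addition.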
p53ts 32C kill: kills p53ts cells at the permissive temperature. H1299-p53A138V at 32C, ATP luminescence viability, 24 h. Potency, µM (doses to about 46.1 µM), inactives show top-dose activity change, negative = cytotoxicity, actives largely listed as cytotoxic. 130,000 compounds, 0.93% hits. AID 924;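 also: 0% = DMSO and -100% = full killing by reference compound; nearly all actives have a fitted effect of over 55% in size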
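Cells: H1299 p53ts (A138V), 600/well, pre-incubated 16–30 h at 37C. Cpd up to 46 uM, 24 h, 32C. Readout: ATPlite luminescence, 20 min RT. Normalization: DMSO vs tamoxifen 100 uM. AC50 by Hill equation.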
p53ts 39C kill: p53ts cell cytotoxicity, nonpermissive temperature | H1299-p53A138V viability at 39C, ATP luminescence, 24 h | Potency, µM (series often up to 46.1 µM), without a hit: top-dose activity change, negative = cell killing, most hits filed as cytotoxic | 130,000 compounds, 1.5% hits; also: nearly all actives have a fitted effect of over 55% in size
Imprint erasure: genomic imprint erasure induction; mouse ES Peg3-LacZ reporter, beta-gal luminescence, 40 h; Potency, µM (series often up to 60.7 µM), inactives show top-dose activity change, positive = activation, usual class: activators; 110,000 compounds, 0.02% hits; AID 1948;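 also: 0% = negative control wells on the plate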
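Each well holds 300 Peg3LacZ-Neo (maternal) female ES cells incubated 40 h at 37C, 5% CO2. LacZ is measured by BetaGlo luminescence, with AC50 and maximum efficacy derived from dose-response curves.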
* marks the source's active call; other numbers are inactive results; ? = inconclusive; / = not tested or not shown; & = joins results of further samples; [ ] = remark or other dose. Unless noted, calls follow the shape of the dose curve; as a rule, active = well fitted curve in the direction sought with a large enough effect; inconclusive = small, poorly fitted or top-dose-only effect, or another doubt; inactive = no such curve, though single readings can be large; an effect the other way counts as inactive or inconclusive. Unless noted, % is scaled to controls: 0 for no effect and ±100 for the full control effect; potency is read from the fitted curve at half-maximal effect.

compound | IkB signaling | p53ts 32C kill | Imprint erasure | p53ts 39C kill
CCCCCn1c(N)c(C#N)c2nc3ccccc3nc21 | 7.7% | 1% | -13% | -13%
Cc1cc2ncn(C3CC(=O)N(Cc4ccc(N5CCCC5=O)cc4)C3=O)c2cc1C (stereo not drawn) | 0.4% | 6% | -1% | 2%
O=C(O)Cn1nc(C(F)(F)F)c2c1CCCCC2 | 0.4% | 6% | -4% | -7%
O=C(Nc1cccc(Cl)c1)N1CC2CCCN2c2ccccc21 (stereo not drawn) | 2.5% | 0% | 6%[10.9 µM] | 10µM*
COc1ccc(C(=O)O)cc1F | -2.7% | -3% | 9% | -5%
Cc1cccn2c(=O)c(C(=O)NCc3ccccc3Cl)c(O)nc12 | ? | -11% | -3%[10.9 µM] | -15%
COCCCNC(=O)CS(=O)Cc1nc(-c2cccc(C)c2)oc1C (stereo not drawn) | 0.5% | 0% | -6%[10.9 µM] | -16%
COC(=O)c1ccc(CN2C(=O)NC3(CCC(C)CC3)C2=O)o1 (stereo not drawn) | 0.0% | -1% | -1% | 1%
Cc1nnc(NCCc2ccccc2)[nH]c1=O | -2.5% | -3% | -5% | -1%
Cc1ccc(NC(=O)c2cnc3cc(C)ccn3c2=O)c(C)c1 | -3.0% | -9% | -7%[10.9 µM] | -5%
CCN=C(Nc1ccc2c(c1)OCO2)SC1CC(=O)N(c2ccccc2F)C1=O (stereo not drawn) | -0.2% | -2% | -8% | -2%
COc1ccc(C)cc1S(=O)(=O)Nc1cccc(Cl)c1Cl | / | 2% | / | 10%
Cc1ccc(C(=O)C2=C(O)C(=O)N(c3ncccn3)C2c2ccc(Cl)cc2)o1 (stereo not drawn) | / | -19% | / | 5%
CN(C)CC1CCCCC1OC(=O)c1ccc(Cl)cc1 (stereo not drawn) | / | -16% | / | 43%
Cn1cc(-c2cc3n(n2)CCC(=O)N3CCCC(=O)Nc2ccc(Cl)cc2)c2ccccc21 | ? | -2% | -20%[10.9 µM] | -3%
COc1ccc(/C=C/C(=O)CC(O)(c2ccccc2)C(F)(F)F)cc1 (stereo not drawn) | / | ? | / | 55%[activator]

Part of the list above, with values under each structure:
Values run as follows: IkB signaling, p53ts 32C kill, Imprint erasure, p53ts 39C kill
Cc1ccc(NC(=O)c2cnc3cc(C)ccn3c2=O)c(C)c1
→ -3.0%, -9%, -7%[10.9 µM], -5%
CCN=C(Nc1ccc2c(c1)OCO2)SC1CC(=O)N(c2ccccc2F)C1=O (stereo not drawn)
→ -0.2%, -2%, -8%, -2%
COc1ccc(C)cc1S(=O)(=O)Nc1cccc(Cl)c1Cl
→ /, 2%, /, 10%
Cc1ccc(C(=O)C2=C(O)C(=O)N(c3ncccn3)C2c2ccc(Cl)cc2)o1 (stereo not drawn)
→ /, -19%, /, 5%
CN(C)CC1CCCCC1OC(=O)c1ccc(Cl)cc1 (stereo not drawn)
→ /, -16%, /, 43%

Additional structures follow.
compound | IkB signaling | p53ts 32C kill | Imprint erasure | p53ts 39C kill
CCOCCCNCC(=O)N1CCN(S(=O)(=O)c2ccc(C)cc2)CC1 | 2.5% | -9% | -4% | -7%
Cc1ccccc1NC(=O)c1ccc(Cl)c(S(=O)(=O)N2CCCCCC2)c1 | ? | ? | -19%[10.9 µM] | -16%
COc1cc(-c2noc(-c3ccc(N(C)C)c([N+](=O)[O-])c3)n2)cc(OC)c1OC | -1.7% | 17% | 4%[10.9 µM] | -12%
CC1=CCc2c(cc3oc(C)cc(=O)c3c2O)OC1 | / | -12% | -8% | -11%
Cc1ccc(C)c(Nc2ncnc3c2cnn3-c2ccc(F)cc2)c1 | ? | 10% | -12%[10.9 µM] | -12%
COC(=O)NC(c1ccc(F)cc1)C(C(C)=O)C(=O)OC (stereo not drawn) | / | 3%[9.22 µM] | / | 14%[9.22 µM]
O=C(Nc1ccc(Br)cc1)Nc1nc2c(s1)CCCCCC2 | -4.6% | -5% | -10%[10.9 µM] | 9%
CCOC(=O)C1CCN(C(c2cccc(F)c2)c2sc3nc(C)nn3c2O)CC1 (stereo not drawn) | 1.0% | 7% | -18% | -4%
O=C(O)/C=C1\CCCc2ccccc2[C@H]1O | 0.2% | -7% | 0% | -5%
CCOc1ccc(Nc2nc(C)cc(C)c2C#N)cc1 | -0.6% | 4% | 5% | 5%
COc1ccc(Cl)cc1NC(=O)Cn1c(=O)oc2cc(S(=O)(=O)N3CCCCCC3)ccc21 | -2.8% | -1% | -11%[10.9 µM] | 12%
O=C(CSc1cccc(C(F)(F)F)c1)N1CCN(S(=O)(=O)c2ccccc2)CC1 | -0.6% | 6% | -17% | 1%
CC(C)(C)c1ccc(OCC(=O)NC2CCS(=O)(=O)C2)cc1 (stereo not drawn) | 0.6% | 1% | -5% | 4%
COc1ccc(NC(C)=O)cc1NC(=O)CSc1nnc(-c2cccnc2)n1C | -0.8% | -4% | -5% | -5%
COc1ccccc1CC1(C)NC(=O)N(CC(=O)Nc2cc(C)on2)C1=O (stereo not drawn) | -0.1% | 1% | 12% | -18%
COc1ccc(C)cc1NC(=O)C1CC(=O)OC12CCCCC2 (stereo not drawn) | 1.4% | 2% | -9% | 9%
O=S(=O)(Nc1cccc2cccnc12)c1ccc(S(=O)(=O)N2CCCC2)cc1 | ? | 5% | -27% | 6%
Cc1ccccc1NC(=O)N1C2CCCC1CC(NC(=O)C1CC1)C2 (stereo not drawn) | -0.5% | 7% | -5% | 11%
COc1ccc(N2Cc3cccc(C(=O)Nc4ccc(F)cc4)c3C2=O)cc1 | 6.6% | -5% | 8%[10.9 µM] | ?
COc1ccc(Cl)cc1N(CC(=O)Nc1ccc2c(c1)OCO2)S(C)(=O)=O | 0.2% | 4% | -13% | -9%
Cc1cn(C)c(CC(=O)NCc2ccccc2)c1C(=O)O | -0.1% | 3% | -3%[10.9 µM] | 25%
CCOc1ccc(NS(=O)(=O)c2ccc(OCC(=O)N3CCCC3)cc2)cc1 | 2.7% | 8% | 5% | 5%
COc1cccc(NC(=O)C2CCC(CNS(=O)(=O)c3ccc4c(c3)CCCC(=O)N4)CC2)c1 (stereo not drawn) | ? | -6% | 11%[10.9 µM] | -25%
O=C(NCc1ccc(Cl)cc1)C1CCN(S(=O)(=O)c2cccc3nonc23)CC1 | -2.6% | -1% | 6%[10.9 µM] | 0%
CC(CCC(=O)O)(c1cc(Br)c(O)c(Br)c1)c1cc(Br)c(O)c(Br)c1 | 0.0%[11.4 µM] | 11%[9.22 µM] | -15%[10.9 µM] | 19%[9.22 µM]
CCCN1CCN(c2ncnc3sc(C(=O)Nc4c(C)cc(C)cc4C)c(C)c23)CC1 | ? | -6% | -4%[10.9 µM] | -19%
CC1=C(C)CC(C(=O)N2CCN(Cc3ccccc3)CC2)C(C(=O)O)C1 (stereo not drawn) | 1.7% | -7% | -27% | 6%
COC(=O)CN(n1cnnc1)S(=O)(=O)c1ccc(C)cc1 | -0.9% | -3% | 7% | 10%
O=C(c1cc(-n2cnnc2)ccc1Cl)N1CCN(c2nc(-c3ccccc3)cs2)CC1 | ? | -4% | -11% | 8%
O=C1CN(C(=O)CCCc2c[nH]c3ccccc23)c2ccccc2N1 | ? | 20% | -11% | -19%
CC(=O)c1ccc(NC(=O)C2CCCN(S(=O)(=O)c3ccc4c(c3)CCCN4C(C)=O)C2)cc1 (stereo not drawn) | ? | 6% | -15%[10.9 µM] | 6%
CC(=O)CS(=O)(=O)c1ccc(Oc2ccc(S(=O)(=O)CC(C)=O)cc2)cc1 | / | 2% | / | 1%
Cn1nc(CC(=O)NC2CCCCCC2)c2ccccc2c1=O | 5.0% | -9% | -20% | -3%
Cc1cc(C)c2c(CC(=O)N(Cc3ccccc3)C3CCS(=O)(=O)C3)coc2c1 (stereo not drawn) | ? | -4% | 4%[10.9 µM] | -6%
CC1CCC(NC(=O)C2CCN(c3cnccn3)CC2)CC1 (stereo not drawn) | 0.3% | 6% | 3% | -1%
Cc1nn(C)c(C)c1S(=O)(=O)N1CCc2ccccc21 | 0.9% | -21% | -8% | -18%
COc1cccc(CN2CCc3nc(Nc4ccc5c(c4)OCCO5)ncc3C2)c1OC | 0.1% | -10% | -12%[10.9 µM] | 10%
COc1ccc(C2NC(=O)c3ccccc3O2)c(OC)c1OC (stereo not drawn) | 0.9% | 8% | -8% | 12%
O=C(O)C[C@H](Sc1ccccc1)c1ccccc1 | 2.6%[11.4 µM] | 4%[9.22 µM] | 17%[10.9 µM] | 3%[9.22 µM]
CCOc1nc(N(C)C)nc(-n2nnc(C(C)=O)c2C)n1 | -2.1% | 22% | -13% | 8%
Cc1ccc(C)c(C(=O)CC2(O)C(=O)N(C)c3ccccc32)c1 (stereo not drawn) | 0.9% | -1% | -3% | 3%
CCN(CC)C(=O)c1sc2c(c1C)c(=O)n(-c1ccccc1)c(=O)n2Cc1c(C)cc(C)cc1C | ? | 1% | 15%[10.9 µM] | -9%
O=C(CCCN1CCOCC1)c1ccc2c(c1)OCCO2 | -0.2% | -25% | -41%[inhibitor] | ?
COCc1cc(C)nc(Nc2ccc(C)cc2C)c1C#N | -1.1% | -10% | -5% | 8%
Cc1cc(C)cc(N(CC(=O)Nc2c(C)cc(C)cc2C)S(=O)(=O)c2c(C)nn(C)c2C)c1 | ? | 13% | -4%[10.9 µM] | 12%
C=CCn1cnc2c(c1=O)c1nc3ccccc3nc1n2Cc1ccccc1 | -0.9% | 1% | -7% | 0%
CCCc1nc2oc3c(NCCN(C)C)ncnc3c2c2c1CCCC2 | -3.8% | -11% | 6% | -14%
O=C(NCc1ccco1)C1CCN(C(=O)N2CCOc3ccccc32)CC1 | 0.2% | -3% | 4%[10.9 µM] | 5%
N#C/C(C(=O)c1ccccc1)=C1/CCCN1 | 3.7% | -2% | -13% | 7%
COc1ccc(CCNC(=O)C(=O)Nc2ccc(C)cc2)cc1OC | 0.6% | 9% | -10%[10.9 µM] | -12%
Cn1c(COc2ccccc2)nnc1SCC(=O)NCc1ccccc1 | 0.6% | 3% | -1% | 7%
COc1cccc(C(=O)NCC(=O)OCc2cc(=O)n3c(C)csc3n2)c1 | -1.9% | 3% | -9%[10.9 µM] | -6%
Cc1cc(C)n(-c2nc3ccccc3[nH]c2=O)n1 | ? | 2% | -12% | 4%
CCOC(=O)c1c(-c2cccc([N+](=O)[O-])c2)csc1NC(=O)CCCOc1ccccc1OC | / | 16% | / | 11%
c1cncc(-c2csc(NCc3ccco3)n2)c1 | / | -18% | / | -21%
O=c1c2ccccc2nc2n1CCc1c-2[nH]c2ccccc12 | 3.6% | ? | -69%&-67%[inhibitor] | ?

(more compounds)
compound | IkB signaling | p53ts 32C kill | Imprint erasure | p53ts 39C kill
COC(=O)CCCC(=O)Nc1ccc(Cl)c(Cl)c1 | -3.0% | 12% | -9% | 2%
Cc1ccc(C)c(CN2C(=O)c3ccccc3S(=O)(=O)c3ccc(C(=O)N4CCOCC4)cc32)c1 | ? | -2% | 11%[10.9 µM] | -10%
CCOC(=O)CSC1=NC(=O)CS1 | 3.3% | -8% | -2% | -14%
CCN1C(=O)C2(C(C#N)=C(N)Oc3n[nH]c(C(C)C)c32)c2ccccc21 (stereo not drawn) | -0.5% | 2% | 1% | 9%
Cc1ccc(Cn2ccc(NC(=O)c3cc(-c4ccc(Cl)cc4)on3)n2)cc1 | 3.1% | -2% | -10% | -10%
CCOc1ccc(-c2c(C)nn3c(C)c(C(=O)Nc4cc(C)cc(C)c4)cnc23)cc1OCC | -2.5% | -1% | ? | 21%
COC(=O)C1(c2ccccc2)NC(c2cccs2)C2C(=O)N(C)C(=O)C21 (stereo not drawn) | 0.1% | 2% | -6% | -1%
Cc1noc(C)c1S(=O)(=O)N1CCCC(C(=O)Nc2nccs2)C1 (stereo not drawn) | 1.6% | 11% | -6% | 2%
O=C1c2ccccc2C(Nc2ccc(F)cc2F)N1CCN1CCOCC1 (stereo not drawn) | -1.5% | -3% | -13% | 8%
CC(=O)OCC1OC(c2ccccc2)C(OC(C)=O)C(OC(C)=O)C1OC(C)=O (stereo not drawn) | -6.5% | 12% | 3% | -2%
COc1ccc(Cn2c(CNS(=O)(=O)c3ccc(C)c(C)c3)nc3cccnc32)cc1 | -1.0% | 2% | -10%[10.9 µM] | -13%
